Screening results as filed in PubChem.
INS-1E GSIS act – GLuc luminescence reporter in INS-1E cells, primary screen for activators of glucose-dependent secretion of insulin; INS-1E GLuc reporter insulin secretion, 2-3 h; activation, % at 16.6 µM; hit rate 0.61% among 370,000; AID 743287;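 active means lowest replicate activation of at least 40%, so every replicate reaches that level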;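 further: 0% = median of neutral control wells and 100% = median of IBMX positive control wells; some compounds called inactive have numbers as strong as hits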
DENV2 CPE rescue – DENV2-induced cell death inhibition | DENV2-infected cells, cytopathic effect rescue, plate reader | CPE inhibition, % at 9.99 µM | hit rate 1.7% among 350,000; in the data active means CPE inhibition above about 20%, passing the limit was not always enough; inconclusive means no clear call, values can overlap the other calls; tested in BHK-21 cells;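 further: 0% = median of neutral control wells and 100% = median of positive control wells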
FN deposit inh – fibronectin deposition inhibition; AH1F fibroblasts, Alexa488-fibronectin deposition fluorescence, overnight; inhibition, % at 12.6 µM; hit rate 0.086% among 350,000; AID 743247;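 active means mean inhibition across replicates of 30% or more, regardless of how many single replicates reach that level; inconclusive means mean under 30% yet at least half of replicates reach 30%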;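 further: positive control wells lacked labelled fibronectin entirely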
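Assay system: AH1F fibroblasts / Quantity: 10000 cells per well / Medium: DMEM plus 2% serum, read in PBS / Reagent: labelled fibronectin 24 nM / Dosing: single dose, pinned / Times: 1 h cell attachment, overnight exposure to compound and label / Signal: fluorescence, ex 485 nm, em 525 nm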
PAX8 inh HTS – lowers PAX8-driven luciferase in RMG-I cells; RMG-I TPO-luciferase reporter, SteadyGlo, 24 h; inhibition, % at 12.6 µM; hit rate 1.2% among 360,000; AID 652154;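 active means mean replicate inhibition at least 60% with every replicate also reaching 60%; inconclusive means only one of the two criteria is met; inactive means mean below 60% and not all replicates reaching 60%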;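 further: luciferase light reporting Pax8 driven TPO promoter activity; plate controls were median of neutral control wells for no effect and mitoxantrone controls for full effect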
CFTR F508del cor – CFTR F508del correction in bronchial cells | AID 720511 | CFBE cells, YFP halide quenching; stimulated with forskolin plus potentiator P3; % fluorescence drop versus neutral controls | activity (quench increase), % at 7.58 µM | hit rate 0.36% among 350,000;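 active means mean added fluorescence quench of at least 8% versus neutral control, with both replicates also reaching 8%; inconclusive means only one of the mean or replicate conditions met; inactive means mean below 8% and not both replicates reaching 8%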;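 further: cells transiently co-express mutant CFTR-F508del with the halide-sensitive YFP; corrector assay measuring rescue of mutant channel to the surface after 24 h compound exposure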
miR122 inh – inhibitors of miR-122 in Huh7 cells; hit rate 0.3% among 340,000; activation (reporter increase), % at 12.5 µM; Huh7 miR-122 Renilla luciferase sensor, 48 h; neutral wells = 0, positive control = 100; AID 602342;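 active means mean replicate activation score at least 90 and every replicate individually at or above 90; inconclusive means only one of the two criteria met; inactive means neither criterion met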;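 further: higher luciferase means less miR-122 activity so hits act as miR-122 inhibitors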
EWS-Fli inh – inhibitors of EWS/Fli oncoprotein transcriptional activity | A673 NR0B1-luciferase reporter, viability-normalised | hit rate 0.67% among 350,000 | inhibition, % at 12.6 µM | AID 651661;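 active means mean inhibition of at least 50% after viability correction, with every replicate also passing that limit; inconclusive means mean reaches 50% but only one of two replicates passes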;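 further: firefly luciferase signal divided by Alamar Blue viability fluorescence both relative to DMSO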
* marks the source's active call; other numbers are inactive results; ? = inconclusive; nt = not tested or not shown; [ ] = remark or other dose.

1. O=C(Nc1ccon1)c1cccc(S(=O)(=O)N2CCCCC2)c1
2. CCOc1ccc(NC(=O)CN2C(=O)CSC(C)C2=O)cc1 (centres undefined)
3. N#CCCN(Cc1cccnc1)C(=O)Nc1ccccc1
4. COc1cccc(/C=N\NC(=O)c2ccc(C)nc2)c1
5. Cc1ccc2[nH]c3c(c2c1)CCNC3=O
6. COc1ccc(CCNC(=O)Cn2c(=O)oc3cc(Cl)ccc32)cc1OC
7. Nn1c(SCC(=O)Nc2c(Cl)cccc2Cl)nncc1=O
8. Nn1c(SCc2cccc(Br)c2)nnc1-c1cccnc1
assay / entry	1	2	3	4	5	6	7	8
INS-1E GSIS act	13	2	nt	7	3	19	-1	-8
DENV2 CPE rescue	1	-2	nt	-1	10	-2	-7	0
FN deposit inh	-3	6	-7	-4	1	-1	-5	3
PAX8 inh HTS	-9	-8	-13	-25	-1	-2	0	7
CFTR F508del cor	3.0	1.5	nt	-0.5	0.3	-0.6	-4.5	2.2
miR122 inh	1	nt	17	3	nt	5	8	3
EWS-Fli inh	-1	3	nt	-14	-18	0	1	5

9. C[C@@H]1CN([C@H](C)CO)C(=O)c2cc(NS(=O)(=O)c3cccs3)ccc2O[C@@H](C)CCCCO[C@H]1CN(C)S(=O)(=O)c1ccccc1
10. O=C(/C=C\c1ccco1)NC(=S)Nc1ccccc1O
11. CCC(=O)Nc1ccc(S(=O)(=O)NCCc2ccccc2)cc1
12. CCCCCC(NC(=O)C1CCN(C(=O)[C@@H](NS(=O)(=O)c2ccc(C)cc2)C(C)C)CC1)C(=O)O (some centres undefined)
13. COc1ccc(-c2cc3ccccc3oc2=O)cc1
14. O=C(NCc1ccccc1CN1CCCC1)C1CCN(S(=O)(=O)c2ccc(Cl)cc2)CC1
15. CN(/N=C/c1cccc(Br)c1)C1=NS(=O)(=O)c2ccccc21
16. COc1ccc(N2CCN(C(=S)NC(C)c3ccccc3)CC2)cc1 (centres undefined)
assay / entry	9	10	11	12	13	14	15	16
INS-1E GSIS act	-5	-4	nt	-7	0	-11	10	8
DENV2 CPE rescue	-1	-3	nt	-1	-5	11	17	nt
FN deposit inh	-6	5	-9	nt	-17	7	1	-7
PAX8 inh HTS	21	-60	-2	nt	-140	3	-31	2
CFTR F508del cor	1.8	0.3	nt	1.2	1.8	1.5	2.1	6.5
miR122 inh	nt	nt	?	-6	nt	nt	5	nt
EWS-Fli inh	-7	-19	nt	-11	-72	9	-3	3

17. COc1cc(CC(=O)NC2CCCc3ccccc32)cc(OC)c1OC (centres undefined)
18. CC(C)(C)NC(=O)C(c1ccc(O)cc1)N(C(=O)CCC(=O)Nc1nccs1)c1ccccc1F (centres undefined)
19. C[C@H](CO)N1C[C@H](C)[C@@H](CN(C)C(=O)Nc2ccc(C(F)(F)F)cc2)Oc2ccc(NC(=O)C3CCCCC3)cc2CC1=O
20. O=C(CN1c2cccc3cccc(c23)S1(=O)=O)Nc1c(F)c(F)c(F)c(F)c1F
21. COc1ccc(S(=O)(=O)Nc2ccc3c(c2)[C@H]2C[C@@H](CC(=O)NCC4CC4)O[C@H](CO)[C@H]2O3)cc1
22. O=C/C=C/c1ccc(-c2ccccc2)cc1
23. CC1=CC2=NC(=O)CC(C)(C(=O)N(CC(=O)NC3CCCC3)c3cc(C)cc(C)c3)N2C=C1 (centres undefined)
24. Cc1cc(NC(=O)Cc2cn(C)c3ccccc23)ccc1Oc1cccnc1
assay / entry	17	18	19	20	21	22	23	24
INS-1E GSIS act	-9	2	-17	nt	5	nt	2	nt
DENV2 CPE rescue	0	-1	0	-9	-5	4	-6	17
FN deposit inh	1	nt	nt	-1	nt	nt	26	1
PAX8 inh HTS	0	20	nt	19	-7	-158	-2	-7
CFTR F508del cor	-1.2	-3.3	1.1	-2.0	1.6	-6.3	-1.7	4.9
miR122 inh	nt	nt	4[16.7 µM]	nt	2[16.7 µM]	nt	nt	nt
EWS-Fli inh	3	12	-2	0	10	-110	15	-20

25. CCn1c(CC(=O)Nc2ccc(Cl)cc2)nnc1SCC(=O)N1CCOCC1
26. Cc1ccc(S(=O)(=O)Nc2ccc3c(c2)CC(=O)N([C@H](C)CO)C[C@H](C)[C@@H](CN(C)S(=O)(=O)c2ccc(C)cc2)O3)cc1
27. CC(C)Oc1cc(F)ccc1-c1cc(C(=O)Nc2cccc(C(F)(F)F)c2)[nH]n1
28. c1cc2c3c(cccc3c1)NC1(CCCC1)N2
29. COc1ccc(CC(=O)NCc2ccccc2Cl)cc1S(=O)(=O)N1CCOCC1
30. CC(C)c1ccc(C2OCC(C)([N+](=O)[O-])CO2)cc1 (centres undefined)
31. CN(C)/C=N/c1sc2c(c1C#N)CCCCC2
32. CCOC(=O)C(C)Sc1nc2c(c(=O)[nH]c(=O)n2C)n1Cc1ccc(Cl)cc1 (centres undefined)
assay / entry	25	26	27	28	29	30	31	32
INS-1E GSIS act	19	3	-9	9	nt	-4	13	nt
DENV2 CPE rescue	-4	67*	?	3	nt	-7	-4	3
FN deposit inh	3	nt	2	-11	-10	7	-4	5
PAX8 inh HTS	2	-7	40	-4	-2	-42	-145	-4
CFTR F508del cor	1.2	0.0	0.5	-1.7	nt	1.7	nt	-1.4
miR122 inh	nt	0[16.7 µM]	-9	6	3	4	-2	-5
EWS-Fli inh	nt	0	9	-3	nt	-23	-15	8

33. C[C@H](CO)N1C[C@H](C)[C@H](CN(C)C)Oc2cc(-c3cccc(C(=O)N(C)C)c3)ccc2S1(=O)=O
34. COc1ccc(NC(=O)N2CC[C@@H]3[C@@H](CO)N(C)c4ccc(-c5cccc(F)c5)cc4[C@@H]32)cc1
35. COc1ccc(NC(=O)COC(=O)/C=C/c2ccc(OC)c(S(=O)(=O)N3CCOCC3)c2)cc1
36. O=C(CCCN=C1NS(=O)(=O)c2ccccc21)OCC(=O)c1ccc(F)cc1
37. C[C@@H]1CN([C@H](C)CO)C(=O)c2cccc(NS(=O)(=O)c3ccccc3)c2O[C@H]1CN(C)C(=O)NC1CCCCC1
38. CC(C)(C)OC(=O)NCC(=O)Oc1cc2oc(=O)cc(-c3ccccc3)c2cc1Cl
39. CC1SC(=NC(=O)c2ccncc2)NC1=O (centres undefined)
40. COCC(=O)N1C[C@H](C)[C@@H](OC)CN(C)C(=O)c2cc(NC(=O)C3CCC3)ccc2OC[C@H]1C
assay / entry	33	34	35	36	37	38	39	40
INS-1E GSIS act	39	11	18	-4	4	-21	9	2
DENV2 CPE rescue	3	nt	nt	10	12	-3	-4	-1
FN deposit inh	nt	3	-10	1	nt	2	nt	-6
PAX8 inh HTS	-4	-9	nt	nt	-1	-21	-4	-14
CFTR F508del cor	0.3	-2.5	nt	-2.6	1.1	nt	1.5	-2.8
miR122 inh	0[16.7 µM]	0[16.7 µM]	2	-3	8[16.7 µM]	nt	nt	nt
EWS-Fli inh	-1	-5	nt	-3	-3	-1	4	-4

41. COCCCNC(=O)C[C@H]1C[C@@]2(C(=O)OC)C(=C[C@H](COCc3ccccc3)O[C@@H]2C)N(Cc2ccc3c(c2)OCO3)C1=O
42. Cc1cccc(-c2nc(Nc3ccc(O)cc3)c3ccccc3n2)c1
43. CCOC(=O)C1=C(CNCCOc2ccc(OC)cc2)NC(=O)NC1c1ccc2c(c1)OCO2 (centres undefined)
44. CC(=O)Oc1ccc(C(=O)Nc2cccc(C(=O)NC(C)(C)C)c2)cc1
45. C[C@H]1CN([C@@H](C)CO)C(=O)c2cc(-c3cccc(C(=O)N(C)C)c3)cnc2O[C@@H]1CN(C)S(=O)(=O)c1cccc(F)c1
46. O=C(Nc1ccc2c(c1)[C@@H]1C[C@H](CC(=O)N3CCOCC3)O[C@H](CO)[C@@H]1O2)Nc1ccccc1F
47. O=C(C[C@@H]1C=C[C@H](NS(=O)(=O)c2ccccc2)[C@@H](CO)O1)N1CCc2ccccc2C1
48. CCOc1ccc(S(=O)(=O)N2CCOCC2)cc1NC(=O)CN1C(=O)NC(C)(c2ccc(C)cc2)C1=O (centres undefined)
assay / entry	41	42	43	44	45	46	47	48
INS-1E GSIS act	-27	-42	4	-10	-10	4	8	-7
DENV2 CPE rescue	-8	7	17	-5	-10	1	13	7
FN deposit inh	1	1	nt	-6	nt	3	nt	-1
PAX8 inh HTS	-7	19	8	0	nt	-3	9	8
CFTR F508del cor	2.4	2.8	0.9	3.6	0.8	-2.9	1.5	-2.1
miR122 inh	nt	nt	nt	nt	5[16.7 µM]	-1[16.7 µM]	nt	-1
EWS-Fli inh	-3	-9	14	-1	-17	1	1	6

Complete entries as entered above.
Results for C[C@H]1CN([C@@H](C)CO)C(=O)c2cc(-c3cccc(C(=O)N(C)C)c3)cnc2O[C@@H]1CN(C)S(=O)(=O)c1cccc(F)c1 = INS-1E GSIS act = -10; DENV2 CPE rescue = -10; FN deposit inh = nt; PAX8 inh HTS = nt; CFTR F508del cor = 0.8; miR122 inh = 5[16.7 µM]; EWS-Fli inh = -17
Results for CCOC(=O)C1=C(CNCCOc2ccc(OC)cc2)NC(=O)NC1c1ccc2c(c1)OCO2 (centres undefined) = INS-1E GSIS act = 4; DENV2 CPE rescue = 17; FN deposit inh = nt; PAX8 inh HTS = 8; CFTR F508del cor = 0.9; miR122 inh = nt; EWS-Fli inh = 14

(listing goes on)
49. COc1cccc(C2=NCCc3cc4c(cc32)OCO4)c1OC
50. Cc1cc(Cl)ccc1OCCCC(=O)NCc1ccccn1
51. CCCc1ccc(NC(=O)C2CCCN(c3cnccn3)C2)cc1 (centres undefined)
52. Cc1nc2ccccc2c2ncccc12
53. CO[C@H]1CN(C)C(=O)c2ccc(NS(C)(=O)=O)cc2OC[C@H](C)N(C(=O)CN(C)C)C[C@H]1C
54. Cc1c(-c2ccc(OCCN3CCCCC3)cc2)c(=O)oc2ccc3ccccc3c12
55. CN1CCN(C(=O)C[C@@H]2C=C[C@@H](NC(=O)Nc3ccccc3F)[C@@H](CO)O2)CC1
56. CCOc1cc(N2CCOCC2)c(OCC)cc1NC(=O)C1=COCCO1
57. O=C(OC(C(=O)NCC1CCCO1)c1ccc(F)cc1)c1ccco1 (centres undefined)
58. CC(C)n1cnc2cc(NCc3ccccn3)ccc21
assay / entry	49	50	51	52	53	54	55	56	57	58
INS-1E GSIS act	6	-3	-2	10	3	nt	0	nt	29	nt
DENV2 CPE rescue	nt	1	-12	-2	13	-4	?	-3	nt	-3
FN deposit inh	2	-13	8	-12	-6	-4	-15	-2	-8	nt
PAX8 inh HTS	10	-8	-31	-11	1	3	0	5	-4	nt
CFTR F508del cor	nt	1.3	-2.8	-1.0	-3.7	-2.4	1.5	0.4	nt	1.0
miR122 inh	4	nt	-1	-4	-34[16.7 µM]	3	nt	-4	5	-4
EWS-Fli inh	nt	1	nt	-15	-3	5	0	-4	nt	-66

Random draw from the library, and some 3.9% of all compounds hit somewhere here.
